# APP transl inh = APP translation inhibition. SH-SY5Y APP 5'UTR-luciferase reporter, luminescence. inhibition, % at 2 µM. 190,000 compounds, 0.82% hits;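 active = inhibition above a set limit, derived from the sample mean plus 3 SD, cut at about 45% in these data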; also: values of inactives mirror those of a sister screen read the other way
# G6PDH CS = inhibits Leuconostoc G6PDH, flagging false hits in G6PDH-based assays; Purified L. mesenteroides G6PDH, diaphorase/resazurin coupled fluorescence, 45 min; inhibition, % at 5 µM; 200,000 compounds, 0.12% hits; in the data active = inhibition above about 50%
# Diaphorase act = activates diaphorase or chemically reduces, flagging diaphorase assay artifacts. Diaphorase/resazurin coupled assay, resorufin fluorescence, 16 min; hits give high values; 1 = vehicle wells, 0 = NADH-free wells. activation factor at 20 µM. 190,000 compounds, 0.005% hits;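 active = diaphorase activity raised at least twofold by the compound at 20 µM; inactive = activation factor below 2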
#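 System – purified diaphorase enzyme from Clostridium kluyveri · Input – enzyme 0.07 U/mL final · Also added – final NADH 0.114 mM, resazurin 0.1 mM · Measured by – fluorescence of resorufin, 544 nm excitation, 590 nm emission · Timing – 16 min enzyme reaction, ambient temperature · Measure – resorufin increase flagging diaphorase activators or reducers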
# FLuc stim CS = affects firefly luciferase, flagging false hits in luciferase stimulation screens. activation factor at 10 µM. P08659. 200,000 tested, under 10 active. AID 1027. ATPlite luciferase biochemical, luminescence, 10 min; 0 = ATP-free wells, 1 = DMSO control;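 active = luciferase activation factor, scaled between plate controls, of at least 2 with compound at 10 µM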
#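 Assay system: Luciferase/luciferin detection reagent, cell-free biochemical luciferase assay / Also added: ATP substrate / Schedule: 10 min at ambient temperature / Measured by: luminescence measurement of luciferase light output / Benchmarks: low control with PBS replacing ATP, high control enzyme plus ATP without compound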
# APP 5'UTR act = activates APP 5'UTR luciferase reporter; activation, % at 2 µM; SH-SY5Y APP 5'UTR luciferase reporter, luminescence; zero percent = DMSO vehicle wells; 190,000 compounds, 1% hits;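 active = activation above a set limit, based on mean plus 3 SD of controls, cut at about 140% in these data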; also: values of inactives mirror those of a sister screen read the other way
# Diaphorase inh = inhibits diaphorase or chemically oxidizes, flagging diaphorase assay artifacts; diaphorase resazurin-to-resorufin fluorescence, NADH, 16 min; bacterial (C. kluyveri) enzyme, not human; inhibition, % at 20 µM; 190,000 compounds, 0.69% hits; AID 1217;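 active = primary screen inhibition at 20 µM above a set limit, cut at about 50% in these data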;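 also: plate controls were DMSO with full reaction for no effect and wells lacking NADH for full effect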
#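 material = Clostridium kluyveri diaphorase enzyme | amount = 0.14 U/mL diaphorase, enzyme working solution | schedule = incubation 16 min, room temperature | detection = fluorescence of resorufin formed from resazurin, Ex 544/Em 590 nm | benchmarks = positive control minus NADH, DMSO neutral control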
# NF-kB neuron act = raises NF-kB expression in human neuronal cells; 190,000 compounds, 1.6% hits; fold change at 12.5 µM; NF-kB reporter expression; hits give high values; in the data active = fold change above about 3.3
# FLuc inh counter = counter-screen for luciferase assay inhibitors: firefly luciferase inhibition; ATPLite firefly luciferase biochemical luminescence, 10 min; inhibition, % at 10 µM; 200,000 compounds, 1.5% hits;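 active = inhibition above about 50% when tested at 10 µM, limit read from the data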
# STAT1 activator = increases IFN-gamma driven STAT1 reporter signal; NIH 3T3 STAT1-luciferase reporter, luminescence; 100% = IFN-gamma alone, no compound; activation (% of control), % at 5.5 µM; 200,000 compounds, 2.6% hits; AID 932;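 active = activation above the screen-wide mean activation plus 3 SD, cut at about 130% in these data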;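 also: raw ratio to IFN-gamma control signal so 100% means no change and 0% no light; values of inactives mirror those of a sister screen read the other way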
# TLR4-MyD88 BLA = blocks binding of human TLR4 to MyD88; HeLa CL3-4 TLR4/MyD88 BLA complementation, FRET ratio; inhibition, % at 8.4 µM; 200,000 compounds, 0.18% hits; O00206+Q99836; in the data active = inhibition above about 25%;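 also: 0% = vehicle and 100% = reference inhibitor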
# Target sequence (O00206 whole entry, looked up): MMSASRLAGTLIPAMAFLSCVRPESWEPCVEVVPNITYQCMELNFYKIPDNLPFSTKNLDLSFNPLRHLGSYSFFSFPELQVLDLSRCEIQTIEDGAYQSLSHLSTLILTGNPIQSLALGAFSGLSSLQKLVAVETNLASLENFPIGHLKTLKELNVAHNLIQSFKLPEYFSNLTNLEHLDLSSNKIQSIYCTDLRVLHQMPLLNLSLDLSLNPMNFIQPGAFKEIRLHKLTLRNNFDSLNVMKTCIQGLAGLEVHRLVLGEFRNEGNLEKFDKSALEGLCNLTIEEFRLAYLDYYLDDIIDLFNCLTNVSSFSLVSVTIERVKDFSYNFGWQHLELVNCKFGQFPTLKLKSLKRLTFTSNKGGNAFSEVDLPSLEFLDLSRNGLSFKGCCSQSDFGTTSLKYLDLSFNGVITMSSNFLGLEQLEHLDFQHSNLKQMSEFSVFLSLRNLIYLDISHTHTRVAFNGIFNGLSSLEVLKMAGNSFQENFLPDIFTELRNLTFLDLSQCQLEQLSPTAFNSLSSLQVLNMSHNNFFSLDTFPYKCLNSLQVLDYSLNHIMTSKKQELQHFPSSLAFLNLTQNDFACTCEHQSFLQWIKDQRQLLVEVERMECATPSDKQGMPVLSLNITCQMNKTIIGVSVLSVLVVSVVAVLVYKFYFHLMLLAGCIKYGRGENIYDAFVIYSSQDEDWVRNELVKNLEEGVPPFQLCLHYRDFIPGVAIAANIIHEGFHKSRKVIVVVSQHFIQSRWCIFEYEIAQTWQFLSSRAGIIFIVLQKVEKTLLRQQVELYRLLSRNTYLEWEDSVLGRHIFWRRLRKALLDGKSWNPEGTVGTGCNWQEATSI
# Target sequence (Q99836 whole entry, looked up): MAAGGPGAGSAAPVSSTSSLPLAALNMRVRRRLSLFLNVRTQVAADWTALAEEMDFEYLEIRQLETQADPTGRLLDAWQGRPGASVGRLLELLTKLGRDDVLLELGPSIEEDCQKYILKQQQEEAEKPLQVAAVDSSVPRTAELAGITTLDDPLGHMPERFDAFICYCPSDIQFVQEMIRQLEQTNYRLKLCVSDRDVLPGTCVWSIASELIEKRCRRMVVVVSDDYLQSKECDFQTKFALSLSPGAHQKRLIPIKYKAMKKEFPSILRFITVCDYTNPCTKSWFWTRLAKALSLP
# Starred values were filed as active, the others as inactive; · = not tested or not shown.
SMILES,APP transl inh,G6PDH CS,Diaphorase act,FLuc stim CS,APP 5'UTR act,Diaphorase inh,NF-kB neuron act,FLuc inh counter,STAT1 activator,TLR4-MyD88 BLA
Cc1nn2c3c(cnc2c1-c1ccccc1)C(=O)CCC3,-15,-4,0.8,0.9,15,16,1.4,9,116,10
Cc1ccc(S(=O)(=O)N2CCCCC2)cc1NC(=O)c1ccc2c(c1)OCO2,2,-9,0.8,1.1,-2,21,0.75,-13,98,-1
Oc1[nH]c2ccccc2c1/C=N/c1nccs1,-34,0,0.8,0.5,34,19,1.3,49,126,-3
Cc1ccsc1/C=N/n1c(=S)[nH]nc(C)c1=O,-17,9,0.8,1.1,17,21,1.3,-9,89,12
O=C(O)c1cccc(C(=O)O)n1,-9,29,0.3,1.1,9,71*,0.99,-6,101,1
CC(C)(C)OCC(O)CN1CCN(C(=O)c2ccccc2)CC1 (stereo unspecified),-26,-1,0.9,1,26,12,1,-1,103,1
COCCn1c(SCC(=O)N2CCCCC2)nc2cccnc21,-6,-2,0.9,1.1,6,12,0.9,-7,104,1
Cc1cc(=O)[nH]c2ccc(Cl)cc12,10,7,1.1,1,-10,-5,1.3,3,98,-17
N=c1c(S(=O)(=O)c2ccc(Cl)cc2)cc2c(=O)n3ccccc3nc2n1CCN1CCOCC1,12,-20,0.9,1.1,-12,12,1.2,-7,98,-36
CCOCCCN1CC(C(=O)NCc2ccc3c(c2)OCO3)CC1=O (stereo unspecified),-2,0,0.9,1.1,2,8,1.2,-5,100,1
CC(C)(C)NC(=O)CSc1nnc(-c2ccncc2)o1,3,8,1,1.1,-3,4,1.2,-6,102,-1
CN(C)c1ccc(/C=C2\C(=O)N(c3ccc([N+](=O)[O-])cc3)N=C2N2CCOCC2)cc1,-12,·,·,·,12,·,·,·,107,6
Cc1nnc(NCCO)c2ccccc12,-1,8,1,1.1,1,1,1.2,-8,105,4
CCCCNC(=S)N1CCN(c2ccccc2Cl)CC1,-1,3,0.9,1,1,10,0.66,-4,98,4
CCOC(=O)c1c(C)nc2c(c1C)c(=O)oc1ccccc12,18,9,0.9,1,-18,14,1.6,4,127,-4
CCc1ccccc1N(CC)C(=O)CCc1nc(-c2ccc(C)cc2)no1,-8,7,0.9,1,8,14,1.1,4,93,0
O=C(CSCc1ccccc1)N=Nc1c(O)[nH]c2ccccc12,-6,2,0.7,1,6,27,1.8,-2,104,9
Cc1cc(C(=O)N/N=C/c2ccc(C)o2)c2ccccc2n1,73*,24,0.9,1,-73,11,1.4,-1,98,-5
CN1C(=O)N(C)C2CC1N(C)C(=O)N2C,-12,8,1,1.1,12,2,1.1,-10,105,-12
O=C(/C=C/c1ccc([N+](=O)[O-])cc1)c1cccnc1,8,-9,0.9,0.9,-8,6,1.1,8,102,3
Cc1ccc(S(=O)(=O)NC(CC(=O)n2nc(C)cc2C)c2ccccc2)cc1 (stereo unspecified),3,5,0.9,1,-3,12,0.97,-2,106,-4
COc1ccc(C2CC(C(F)(F)F)n3nc(C(=O)NCc4c(C)nn(C)c4C)c(Cl)c3N2)cc1 (stereo unspecified),-11,9,1,1,11,-3,0.77,-1,74,10
CCCN(CCC)CCCNC(=O)CC(C(=O)N1CCc2ccccc21)n1ccnc1 (stereo unspecified),-20,5,0.9,1,19,6,1.1,-3,108,14
O=C(NC1CCCCCCC1)c1cc(-c2ccccn2)nc2ccccc12,23,-3,1,1,-23,2,0.98,-1,97,-2
O=C(NCc1ccncc1)c1c(F)c(F)c(F)c(F)c1F,-6,3,0.9,1.1,6,11,0.73,-6,99,-2
CC(C1CC1)N(Cc1ccccc1)C(=S)Nc1ccccc1 (stereo unspecified),-23,3,1.1,1,23,-6,1.1,-3,98,5
CCN(CC)CCN=CC1=C(O)CNC1=O,11,1,0.9,1.1,-11,10,1,-7,93,5
COc1cccc(C2=NCCc3cc4c(cc32)OCO4)c1OC,-2,-4,1,1.1,2,5,1.2,-6,98,3
COC(=O)c1sc(S(=O)(=O)NCc2ccccc2)c(C(=O)OC)c1C,-9,-1,0.9,1.1,9,6,0.87,-8,97,2
CCNC(=O)/C(=C\c1ccccc1)NC(=O)/C=C/c1ccccc1,8,3,1,1,-8,2,1.1,1,97,5
COC(=O)c1ccc(CSc2nnc3c(Cl)cc(Cl)cn23)o1,-2,1,0.9,1.1,2,7,1.3,-7,100,10
Cc1ccc(-c2nn(CC(=O)N(C)C)c(=O)c3ccccc23)cc1S(=O)(=O)N(C)C,8,0,1,1,-8,-3,0.97,1,97,-6
Cn1/c(=N/N=C/c2ccccn2)sc2ccccc21,-114,-4,1.1,0.4,114,-8,5.3*,59*,152*,-7
CCCC(=O)Nc1ccc(C(=O)Nc2nc(CC(=O)OCC)cs2)cc1,-14,-3,0.8,0.9,14,24,1.2,8,96,-5
COc1ccccc1CNC(=O)c1ccccc1NS(C)(=O)=O,-1,-2,0.9,1.1,1,10,0.99,-7,97,-7
O=C1NCCNC1(c1c[nH]c2ccccc12)C(F)(F)F (stereo unspecified),-2,15,1,1.1,2,3,0.95,-6,101,-2
O=C(O)CCCCn1c(SCC(=O)Nc2ccccc2C(F)(F)F)nc2ccsc2c1=O,3,6,0.9,1.1,-3,6,1.3,-7,94,-11
C=CCn1c(O)c(N=NC(=O)CNC(=O)c2ccco2)c2ccccc21,-3,7,0.9,1,3,14,1.1,-3,99,-13
O=C(NC1CCCCCCC1)C1CCC(CNc2c(N3CCCC3)c(=O)c2=O)CC1 (stereo unspecified),8,25,0.8,1,-8,16,1.1,-4,102,9
O=C(Nc1nccs1)C(c1ccccc1)N1CCCC1 (stereo unspecified),-3,4,1,1.1,3,2,1.1,-7,95,-6
O=C(NCCCN1CCCCC1)C1CCC(=O)N1CCc1ccccc1 (stereo unspecified),8,5,0.9,1,-8,12,1.2,-3,100,-7
CCOc1ccc(C(=O)N(CN2CCCC2=O)c2ccccc2)cc1,16,7,1.1,1,-16,-8,1.2,-1,102,-4
O=C(/C(=C/c1ccccc1Cl)c1ccccc1)N1CCOCC1,1,-9,0.9,1,-1,10,1.1,-2,93,8
CCCCNC(=O)COc1ccccc1[N+](=O)[O-],-9,6,0.9,0.9,9,8,1.3,7,115,-12
COc1cc(C2C(C#N)=C(N)N(Nc3ccccc3)C3=C2C(=O)CC(C)(C)C3)ccc1OCc1ccccc1 (stereo unspecified),5,3,0.8,1.1,-5,23,0.53,-6,98,5
Cc1cc(N2CCN(c3ccccc3)CC2)n2ncnc2n1,-26,1,0.9,1.1,26,8,1,-5,94,0
COc1cccc(-c2csc(N3CCN(C(=S)Nc4ccc(Cl)cc4)CC3)n2)c1,2,8,0.9,1,-2,8,1.4,-1,102,-1
CCOC(=O)c1c(C)nc2c(c1-c1ccc(Cl)cc1)C(=O)CC(C)(C)C2,6,-14,0.8,1,-6,17,0.82,-4,96,-2
CCCCOc1ccc(-c2c(C(=O)Nc3ccccc3)c(C)[nH]c(=S)c2C#N)cc1,-10,10,1,1.1,10,0,1.1,-11,102,2
Nc1cc(C(=O)c2ccccc2)ccc1N1CCOCC1,-28,1,0.9,0.9,28,12,1.6,12,123,-9

# Ordered by formula weight (lowest first): some entries from above.
SMILES,APP transl inh,G6PDH CS,Diaphorase act,FLuc stim CS,APP 5'UTR act,Diaphorase inh,NF-kB neuron act,FLuc inh counter,STAT1 activator,TLR4-MyD88 BLA
CCCCNC(=O)COc1ccccc1[N+](=O)[O-],-9,6,0.9,0.9,9,8,1.3,7,115,-12
Cn1/c(=N/N=C/c2ccccn2)sc2ccccc21,-114,-4,1.1,0.4,114,-8,5.3*,59*,152*,-7
Nc1cc(C(=O)c2ccccc2)ccc1N1CCOCC1,-28,1,0.9,0.9,28,12,1.6,12,123,-9
O=C1NCCNC1(c1c[nH]c2ccccc12)C(F)(F)F (stereo unspecified),-2,15,1,1.1,2,3,0.95,-6,101,-2
O=C(/C(=C/c1ccccc1Cl)c1ccccc1)N1CCOCC1,1,-9,0.9,1,-1,10,1.1,-2,93,8
COc1ccccc1CNC(=O)c1ccccc1NS(C)(=O)=O,-1,-2,0.9,1.1,1,10,0.99,-7,97,-7
CCOc1ccc(C(=O)N(CN2CCCC2=O)c2ccccc2)cc1,16,7,1.1,1,-16,-8,1.2,-1,102,-4
C=CCn1c(O)c(N=NC(=O)CNC(=O)c2ccco2)c2ccccc21,-3,7,0.9,1,3,14,1.1,-3,99,-13
O=C(NCCCN1CCCCC1)C1CCC(=O)N1CCc1ccccc1 (stereo unspecified),8,5,0.9,1,-8,12,1.2,-3,100,-7
CCOC(=O)c1c(C)nc2c(c1-c1ccc(Cl)cc1)C(=O)CC(C)(C)C2,6,-14,0.8,1,-6,17,0.82,-4,96,-2
CCCC(=O)Nc1ccc(C(=O)Nc2nc(CC(=O)OCC)cs2)cc1,-14,-3,0.8,0.9,14,24,1.2,8,96,-5
O=C(NC1CCCCCCC1)C1CCC(CNc2c(N3CCCC3)c(=O)c2=O)CC1 (stereo unspecified),8,25,0.8,1,-8,16,1.1,-4,102,9
CCCCOc1ccc(-c2c(C(=O)Nc3ccccc3)c(C)[nH]c(=S)c2C#N)cc1,-10,10,1,1.1,10,0,1.1,-11,102,2
O=C(O)CCCCn1c(SCC(=O)Nc2ccccc2C(F)(F)F)nc2ccsc2c1=O,3,6,0.9,1.1,-3,6,1.3,-7,94,-11
COc1cc(C2C(C#N)=C(N)N(Nc3ccccc3)C3=C2C(=O)CC(C)(C)C3)ccc1OCc1ccccc1 (stereo unspecified),5,3,0.8,1.1,-5,23,0.53,-6,98,5

# Continuation:
SMILES,APP transl inh,G6PDH CS,Diaphorase act,FLuc stim CS,APP 5'UTR act,Diaphorase inh,NF-kB neuron act,FLuc inh counter,STAT1 activator,TLR4-MyD88 BLA
CS(=O)(=O)CCC(C(=O)OCc1ccc(Cl)cc1)N1C(=O)c2ccccc2C1=O (stereo unspecified),2,-7,0.8,1,-2,18,0.99,-2,96,-4
Cc1ccccc1OCCCN1C(=O)C(=O)c2cccc(C)c21,-14,-4,0.8,1,15,15,2.2,2,102,6
CC1(C)CC(=O)C2=C(C1)OC(N)=C(C#N)C21CCC2(CC1)OCCO2,-30,2,0.9,1,30,14,1.1,-4,99,-5
CC(=O)OC1CSc2nc3ccccc3n2C1 (stereo unspecified),4,9,0.9,1.1,-5,9,1,-6,102,-9
Nc1nc(N)nc(-c2ccc(Oc3ccccc3)cc2)n1,-12,-1,1.1,1,12,-5,1.6,2,106,-5
CN1CCc2c(sc(N)c2C(N)=O)C1,-28,-14,0.9,1,28,7,0.98,1,90,-2
Cc1ccc(N2C(=O)C(O)(C(F)(F)F)C3=C2CC(C)(C)CC3=O)cc1C (stereo unspecified),1,2,1.1,1,-1,-10,1.1,0,98,12

# Source: PubChem

# Not a hit list. Share with any hit: about 5.6%.
